Screening data: PubChem, Sanford-Burnham Center for Chemical Genomics
Apaf1 inhib: blocks human Apaf-1 apoptosome activity. inhibition, % at 20 µM. O14727. reconstituted apoptosome caspase-3 activity, DEVD-Rh110 fluorescence. 330,000 tested, 0.71% active; active means inhibition of at least 40% at 20 µM;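 further: plate controls were DMSO wells for no effect and DEVD-CHO caspase inhibitor wells for full effect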
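Material: reconstituted apoptosome with Apaf-1, cytochrome c, caspase-9, procaspase-3, dATP. Technique: Rh110 fluorescence intensity. Buffer or medium: pH 7.5 Hepes buffer with CHAPS, BSA, DTT. Times: 30 min plus 50 min, RT.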
NLRP3 yeast inh: inhibitors of NALP3 inflammasome in yeast. Yeast reconstituted NLRP3/ASC/caspase-1, beta-gal luminescence, 24 h. inhibition, % at 10 µM. 330,000 tested, 0.39% active;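 active means inhibition of 50% or more; inactive means inhibition below 50%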;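 further: plate controls were induced DMSO wells for no effect and uninduced yeast grown without galactose for full effect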
mIAP act: mouse IAP activation; muIAP, CDP-Star luminescence, 30 min; active compounds read high; 1 = vehicle-only enzyme signal, 0 = enzyme-free wells; activation factor at 10 µM; AID 2805; 330,000 tested, 0.24% active;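 active means activation factor of at least 2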; further: the source names both 10 and 20 µM as test concentration; values of inactives mirror those of a sister screen read the other way
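also added = chemiluminescent substrate CDP-Star | test system = mouse IAP enzyme | signal = chemiluminescence readout | compound = DMSO-dissolved test compounds | incubation = 30 min at room temperature | benchmarks = DMSO wells, no-enzyme wells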
TIM10 inh: TIM10 yeast growth inhibition; inhibition, % at 10 µM; 330,000 tested, 1.4% active; S. cerevisiae TIM10 strain growth, BacTiter-Glo luminescence, 24 h; AID 463195;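 active means inhibition of 40% or more at the single tested concentration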;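 further: wild-type TIM10 isogenic control strain grown at permissive 25 °C; 0% = DMSO yeast wells and 100% = minimal medium wells without yeast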
tim10-1 inh: growth inhibitors of tim10-1 mutant yeast | S. cerevisiae tim10-1 ts strain growth, BacTiter-Glo, 24 h | inhibition, % at 20 µM | 330,000 tested, 2.2% active | AID 463190;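 active means inhibition of at least 40%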;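 further: mutant grown at 25 °C; 0% = DMSO wells with yeast and 100% = wells holding no yeast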
ATG4B inhibitor: inhibitors of human ATG4B cysteine protease; Q9Y4P1; ATG4B cleavage of LC3-PLA2, NBD-HPC fluorescence, 1 h; inhibition, % at 8.33 µM; 340,000 tested, 0.51% active; in the data active means inhibition above about 40%
Target sequence (Q9Y4P1 whole entry, looked up): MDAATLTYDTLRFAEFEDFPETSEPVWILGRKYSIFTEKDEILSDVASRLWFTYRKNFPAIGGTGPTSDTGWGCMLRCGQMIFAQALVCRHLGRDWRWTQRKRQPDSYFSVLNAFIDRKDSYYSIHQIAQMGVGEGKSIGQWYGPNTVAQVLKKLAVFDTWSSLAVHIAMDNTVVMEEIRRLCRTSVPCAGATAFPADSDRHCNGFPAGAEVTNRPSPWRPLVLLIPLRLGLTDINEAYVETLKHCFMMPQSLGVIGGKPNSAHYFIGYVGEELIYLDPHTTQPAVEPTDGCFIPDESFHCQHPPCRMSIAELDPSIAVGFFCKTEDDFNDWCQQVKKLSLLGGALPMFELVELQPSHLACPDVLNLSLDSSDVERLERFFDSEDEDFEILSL
hIAP act: increases human intestinal alkaline phosphatase activity; P09923; 330,000 tested, 0.16% active; purified human IAP, CDP-Star luminescence, 30 min; active compounds read high; 1 = vehicle-only enzyme, 0 = enzyme-free background; activation factor at 10 µM; AID 2524;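 active means activation factor of the enzyme at least 2-fold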; further: the source names both 10 and 20 µM as test concentration; values of inactives mirror those of a sister screen read the other way
Target sequence (P09923 whole entry, looked up): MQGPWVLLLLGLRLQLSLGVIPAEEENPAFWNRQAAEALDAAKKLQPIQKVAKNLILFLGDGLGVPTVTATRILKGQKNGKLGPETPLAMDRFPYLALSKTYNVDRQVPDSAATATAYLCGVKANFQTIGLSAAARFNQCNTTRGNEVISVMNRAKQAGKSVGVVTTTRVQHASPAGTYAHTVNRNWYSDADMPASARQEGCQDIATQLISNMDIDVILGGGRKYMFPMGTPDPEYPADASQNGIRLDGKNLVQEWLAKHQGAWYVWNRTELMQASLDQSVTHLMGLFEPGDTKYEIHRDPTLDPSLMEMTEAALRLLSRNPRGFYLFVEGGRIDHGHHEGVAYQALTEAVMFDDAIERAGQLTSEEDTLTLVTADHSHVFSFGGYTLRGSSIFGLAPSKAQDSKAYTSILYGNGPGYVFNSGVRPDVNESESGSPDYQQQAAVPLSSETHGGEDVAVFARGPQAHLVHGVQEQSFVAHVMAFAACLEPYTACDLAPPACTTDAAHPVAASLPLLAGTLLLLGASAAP
hIAP inh: blocks human intestinal alkaline phosphatase | purified IAP, CDP-Star luminescence, 30 min | 330,000 tested, 0.12% active | P09923 | inhibition, % at 10 µM;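 active means inhibition reaching a set limit with compound at 10 µM in the primary screen, cut at about 35% in these data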;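 further: plate controls were DMSO wells with enzyme for no effect and no-enzyme buffer wells for full effect; values of inactives mirror those of a sister screen read the other way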
mIAP block: blocks mouse intestinal alkaline phosphatase; purified mouse IAP, CDP-Star luminescence, 30 min; inhibition, % at 10 µM; 330,000 tested, 0.2% active;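 active means inhibition of at least 40% at 10 µM in the primary screen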;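 further: plate controls were DMSO with enzyme for no effect and no enzyme wells for full effect; values of inactives mirror those of a sister screen read the other way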
Active calls of the source: *.

mol,hIAP inh,tim10-1 inh,mIAP block,NLRP3 yeast inh,ATG4B inhibitor,hIAP act,mIAP act,Apaf1 inhib,TIM10 inh
CCOC(=O)c1c(NC(=O)Cn2nc(C(=O)O)c3ccccc3c2=O)sc2c1CCC(C)C2 (centres undefined),8.1,6.4,0.8,-5.8,-4.8,0.919,0.992,16.4,8.0
CCC(C)NS(=O)(=O)c1ccc(OCC(=O)N2CCC(C)CC2)cc1 (centres undefined),-5.1,-37.5,6.9,11.1,-5.1,1.05,0.931,-29.0,-8.0
O=C(NNS(=O)(=O)c1ccccc1Cl)c1nn(-c2ccc(F)cc2)ccc1=O,19.4,-3.2,-1.1,10.1,3.6,0.806,1.01,-2.0,-0.1
COc1ccc(Cl)cc1N1CC(c2nc3ccccc3[nH]2)CC1=O (centres undefined),8.4,-11.0,-7.8,8.4,-5.0,0.916,1.08,3.0,-3.7
Cn1nccc1-c1cc(Cl)cc(Cl)c1O,-3.1,26.9,-5.7,26.5,0.8,1.03,1.06,16.1,4.3
CC(C)CC(=O)NNC(=S)Nc1ccc(S(N)(=O)=O)cc1,-91.3,1.8,21.1,17.3,-7.7,1.91,0.789,-5.4,-7.6
CCOc1ccc(C(=O)Nc2ccc(S(=O)(=O)N3C[C@@H]4C[C@@H](C3)c3cccc(=O)n3C4)cc2)cc1,-11.1,6.2,0.4,13.3,-7.4,1.11,0.996,7.9,8.0
CC(=O)c1cccc(OC(=O)c2cc(S(=O)(=O)N3CCOCC3)ccc2N2CCCC2)c1,-3.3,-2.3,7.8,13.1,-49.5,1.03,0.922,11.8,-1.2
O=C(Cc1ccccc1)N/N=C/c1cccnc1,-0.9,-11.1,1.3,20.8,2.4,1.01,0.987,-6.3,5.4
Cc1nc2cc(S(=O)(=O)N(C)C)ccc2n1-c1ccccc1,6.5,15.5,-7.7,0.2,4.3,0.935,1.08,10.1,16.7
CC(=O)N1CCN(S(=O)(=O)c2ccc(S(=O)(=O)NC3CCCCC3)cc2)CC1,5.3,-16.7,-0.9,17.0,-3.8,0.947,1.01,1.2,5.6
Cc1c(S(=O)(=O)N2CCN(C(c3ccccc3)c3ccccc3)CC2)c(=O)n(C)c(=O)n1C,-0.1,-10.6,3.1,18.0,0.3,1,0.969,21.1,-10.4
Cc1ccc(C(CNC(=O)Nc2cccc(C)c2)N2CCN(C)CC2)cc1 (centres undefined),2.9,-4.9,-12.4,22.3,0.7,0.971,1.12,8.3,6.8
COC1C=CC(CNC(=O)c2cc3c(=O)n4cccc(C)c4nc3n2C)(OC)O1 (centres undefined),8.1,14.9,0.0,2.7,6.2,0.919,1,-0.6,15.9
S=c1[nH]nc(C2CCCCC2)n1/N=C/c1ccccc1Br,-3.9,41.9*,0.2,33.4,26.9,1.04,0.998,21.2,34.8
CC(=O)OCC(=O)[C@@]1(O)CCC2C3CCC4=CC(=O)CCC4(C)C3C(=O)CC21C (some centres undefined),0.7,7.0,0.8,-11.9,2.5,0.993,0.992,1.6,10.1
COc1ccc(OC)c(NC(=O)Nc2cccnc2)c1,-7.7,8.6,5.3,10.8,-5.9,1.08,0.947,-3.5,9.7
Cc1cc(Cl)c2oc(C(=O)N3CCN(C4CCS(=O)(=O)C4)CC3)c(C)c2c1 (centres undefined),12.3,10.4,-2.3,19.8,-3.7,0.877,1.02,2.4,0.0
CCCCn1nnnc1NCc1cccc(OC)c1OC,2.0,19.7,-6.3,0.9,-4.3,0.98,1.06,0.5,7.4
Cc1ccccc1Nc1c(F)c(F)c(F)c(F)c1C(=O)O,-0.4,-14.4,5.0,-0.4,5.3,1,0.95,5.7,-13.9
CCOC(=O)c1ccc2c(c1)[n+](CC)c(C)n2-c1ccccc1,-8.3,-3.1,2.1,0.2,-7.4,1.08,0.979,2.7,-11.6
CC1Cc2ccccc2N1Cc1cc(=O)n2ccsc2n1 (centres undefined),3.8,33.9,-9.5,12.3,-3.8,0.962,1.09,19.4,11.9
S=c1[nH]nc(CCc2ccc(Cl)cc2)o1,2.3,27.4,1.4,8.5,-4.6,0.977,0.986,-14.4,22.6
COc1ccc(-n2nc([N+](=O)[O-])c(=NCCc3ccc(OC)c(OC)c3)n2O)cc1,9.2,30.6,-4.8,9.9,-8.4,0.908,1.05,-12.5,30.8
C[C@H](CO)N1C[C@H](C)[C@@H](CN(C)S(=O)(=O)c2ccc(F)cc2)Oc2c(NC(=O)Cc3ccccc3)cccc2C1=O,-1.3,3.8,-9.8,1.4,-4.1,1.01,1.1,-4.9,-10.5
CC(C)[C@H](NC(=O)c1ccc(F)cc1)C(=O)N(C)Cc1cccs1,3.4,14.7,-9.2,16.1,-24.1,0.966,1.09,9.7,2.4
O=C(CCn1c(=O)oc2ccc(Cl)cc21)NCCCN1CCOCC1,13.1,-12.2,-3.9,-7.1,4.8,0.869,1.04,1.3,3.9
CN1CCN(C(=O)/C=C/c2ccc(C#N)cc2)CC1,6.2,-2.8,3.6,3.4,3.7,0.938,0.964,-0.1,11.8
Cc1cc(C(=O)COC(=O)c2cccc(NS(C)(=O)=O)c2)c(C)n1CC1CCCO1 (centres undefined),6.5,12.6,7.5,1.9,-7.9,0.935,0.925,-1.1,8.4
COc1ccc(Cl)cc1NC(=O)Nc1cnccn1,4.4,-37.1,4.2,49.9,-5.1,0.956,0.958,6.0,-27.1
Cc1ccc(NC(=S)N(CCCN2CCCC2)Cc2cccn2Cc2ccc(Cl)cc2)cc1C,5.0,-160.3,-6.9,18.0,-5.3,0.95,1.07,11.4,-410.5
Cc1cc(CN(C)C(=O)CC2C(=O)NCCN2CC(c2ccccc2)c2ccccc2)on1 (centres undefined),-12.7,3.0,4.4,7.9,-5.9,1.13,0.956,3.9,-8.8
O=C(NCc1cccc(C(F)(F)F)c1)c1ccc[nH]1,4.6,-9.6,0.0,26.0,6.7,0.954,1,1.9,-2.8
COc1ccc2oc(=O)c(C(=O)N3CCN(C(=O)c4ccco4)CC3)cc2c1,1.6,-0.2,5.5,5.9,11.2,0.984,0.945,9.2,-14.2
CC1(C)Cc2ccccc2-c2nnc(SCC(=O)N3CCN(c4ccccc4)CC3)n21,14.3,16.1,-4.9,5.9,11.8,0.857,1.05,4.9,22.5
CCOc1cc(C)c(C(C)C)cc1S(=O)(=O)N1CCN(C)CC1,2.1,24.7,2.0,13.9,2.6,0.979,0.98,-16.7,8.1
CC(=O)c1c(NC(=O)C(C)C)nc(C)nc1-c1ccccc1,3.1,-8.7,-4.4,24.1,5.3,0.969,1.04,-4.2,-4.2
CC(C)(C)NC(=O)CSc1nc2ccc(NC(=O)CSc3nnnn3Cc3ccccc3)cc2s1,-9.4,24.7,-14.8,27.6,-17.7,1.09,1.15,29.7,21.7
CC(C)(O)c1cc2ccccc2c(=O)o1,-4.1,6.7,-2.0,-13.0,9.5,1.04,1.02,8.5,-0.7
CC(=O)N1CCCc2cc(S(=O)(=O)N3CCCC(C(=O)NCc4ccc(Cl)cc4)C3)ccc21 (centres undefined),6.8,22.0,-6.7,15.1,-3.4,0.932,1.07,-1.5,4.4
CCN1CCN(c2nc3c(C)cccn3c(=O)c2/C=C(\C#N)S(=O)(=O)c2ccccc2)CC1,-14.9,-15.5,12.0,23.0,50.2*,1.15,0.88,-2.0,-2.9
O=C1CC(N2CCN(Cc3ccccc3)CC2)C(=O)N1c1ccc2c(c1)OCCO2 (centres undefined),4.7,1.5,3.8,22.9,-5.9,0.953,0.962,0.5,-3.6
COC(=O)CNC(=S)NC(=O)c1ccc(C(C)(C)C)cc1,-3.2,14.5,-6.2,17.8,-0.7,1.03,1.06,-1.3,26.5
C=CCn1c(N)c(C(=O)NCC2CCCO2)sc1=S (centres undefined),1.5,13.8,-4.1,15.8,-4.0,0.985,1.04,1.5,-9.8
N#Cc1ccc(-c2cn(-c3ccccc3)c3[n+]2CCCS3)cc1,-4.9,8.3,-0.5,5.1,-3.2,1.05,1,-5.1,-12.8

3 entries from above, arranged by number of heavy atoms, ascending:
mol,hIAP inh,tim10-1 inh,mIAP block,NLRP3 yeast inh,ATG4B inhibitor,hIAP act,mIAP act,Apaf1 inhib,TIM10 inh
CC(C)(O)c1cc2ccccc2c(=O)o1,-4.1,6.7,-2.0,-13.0,9.5,1.04,1.02,8.5,-0.7
COC(=O)CNC(=S)NC(=O)c1ccc(C(C)(C)C)cc1,-3.2,14.5,-6.2,17.8,-0.7,1.03,1.06,-1.3,26.5
CC1(C)Cc2ccccc2-c2nnc(SCC(=O)N3CCN(c4ccccc4)CC3)n21,14.3,16.1,-4.9,5.9,11.8,0.857,1.05,4.9,22.5

Going on with the list.
mol,hIAP inh,tim10-1 inh,mIAP block,NLRP3 yeast inh,ATG4B inhibitor,hIAP act,mIAP act,Apaf1 inhib,TIM10 inh
O=C(CSc1nc2ccccc2c(=O)[nH]1)Nc1ccc(Br)cc1,-1.3,-3.2,5.2,14.0,-3.1,1.01,0.948,-0.1,-16.1
CC(=O)c1sc(Nc2nc3ccc(F)cc3s2)nc1C,-10.0,27.4,-10.1,-10.5,2.7,1.1,1.1,18.7,34.9
N#Cc1ccc(OCc2nnc(SCC(=O)N3CCCc4ccccc43)n2-c2ccccc2)cc1,7.3,17.8,3.2,-0.7,-11.6,0.927,0.968,20.1,18.2
Cn1c(=O)[nH]c(=O)c2c1nc(N1CCCCC1)n2CCSc1ncccn1,-7.9,6.7,-5.3,12.6,-19.7,1.08,1.05,3.0,3.4
O=[N+]([O-])c1ccc(S(=O)(=O)NCC(c2cccnc2)N2CCc3ccccc32)cc1 (centres undefined),6.2,9.0,8.0,19.7,-7.5,0.938,0.92,24.9,-3.7
OCCN1CCN(C(=S)Nc2ccccc2)CC1,15.9,8.3,-5.8,13.8,0.7,0.841,1.06,-7.6,-10.9
CNc1cc(=O)n(C)c(=O)n1-c1ccccc1,-21.4,-8.4,-12.6,6.7,-1.5,1.21,1.13,1.9,-36.1
COc1ccc(-c2c3c(=O)n(C)c(=O)n(C)c3cn2NC(C)=O)cc1,-2.1,-14.8,-5.5,13.4,5.5,1.02,1.05,-6.1,-3.1
COc1ccc(CNC(=O)[C@H](C)NC(=O)[C@@H]2Cc3ccccc3CN2)cc1,18.3,15.7,2.2,-0.3,0.8,0.817,0.978,-13.6,9.7
CC1CCCN(CCCN2C(=O)C3C(C(=O)Nc4cccc(Cl)c4)C4C=CC3(O4)C2C(=O)NC2CCCCC2)C1 (centres undefined),-11.4,-20.4,5.0,12.8,-5.7,1.11,0.95,0.3,-2.5
Cn1c(SCC(=O)NCc2ccc3c(c2)OCO3)nnc1C1COc2ccccc2O1 (centres undefined),5.3,16.7,-0.2,11.5,-5.1,0.946,1,-0.6,-14.7
COc1ccc(C(=O)NC(CC(=O)O)c2cc([N+](=O)[O-])ccc2Cl)c(SC)c1 (centres undefined),-4.5,6.5,-4.4,1.3,8.8,1.04,1.04,3.7,9.7
CN(C)c1c(N)[nH]c2c(c1=O)c(=O)n(C)c(=O)n2C,8.0,-18.6,6.3,0.9,-2.8,0.92,0.937,3.6,-1.4
